# Screening data (PubChem)
# NadD inh: NadD (S. aureus) enzyme inhibition. purified NadD enzyme, colorimetric absorbance read-out. actives 0.78% (n = 360,000). inhibition, % at 20 µM; in the data active = inhibition above about 26%; also: some compounds past the cut are filed as inactive
# LMPTP block: LMPTP (human) inhibition; P24666; recombinant LMPTP-A, OMFP fluorogenic substrate, fluorescence intensity; inhibition, % at 20 µM; actives 0.22% (n = 360,000); AID 651560;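 active = compounds that cut the enzyme signal by at least half of the control window in the single-dose screen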;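 also: plate controls were DMSO wells with enzyme plus substrate for no effect and substrate without enzyme for full effect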
# Target sequence (P24666 whole entry, looked up): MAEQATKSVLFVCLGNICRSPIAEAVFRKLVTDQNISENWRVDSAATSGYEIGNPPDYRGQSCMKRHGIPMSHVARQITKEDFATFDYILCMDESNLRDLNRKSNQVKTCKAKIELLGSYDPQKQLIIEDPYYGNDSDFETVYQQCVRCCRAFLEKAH
#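 Test system: LMPTP-A, protein tyrosine phosphatase of low molecular weight; Input: 0.625 nM enzyme; Incubation: 50 min dark incubation at room temperature; Signal: endpoint fluorescence intensity from OMFP dephosphorylation; Read-out basis: % inhibition versus control wells.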
# Rpn11 inh: blocks the human proteasome subunit Rpn11 | O00487 | human 26S proteasome, Ub4-pepOG fluorescence polarization; 20S core pre-blocked with epoxomicin | calls only at 20 µM | actives 0.59% (n = 360,000) | AID 588493;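 active = inhibition at 20 µM, scaled to each plate's controls, above about 33%, limit read from the data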
# Target sequence (O00487 whole entry, looked up): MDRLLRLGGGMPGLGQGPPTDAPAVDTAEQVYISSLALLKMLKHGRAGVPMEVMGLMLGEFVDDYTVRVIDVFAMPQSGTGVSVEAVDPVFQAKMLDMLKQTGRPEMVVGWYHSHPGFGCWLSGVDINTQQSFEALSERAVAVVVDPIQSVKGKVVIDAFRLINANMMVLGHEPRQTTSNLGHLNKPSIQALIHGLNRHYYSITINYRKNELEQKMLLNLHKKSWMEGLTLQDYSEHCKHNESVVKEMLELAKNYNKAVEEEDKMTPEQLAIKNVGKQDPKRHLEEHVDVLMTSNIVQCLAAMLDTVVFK
# TbMetRS inhib: blocks T. brucei methionyl-tRNA synthetase activity | purified T. brucei MetRS, ATP depletion, Kinase-Glo luminescence | inhibition, % at 11.9 µM | actives 0.4% (n = 360,000);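 active = inhibition above a per-plate cutoff of the control wells' mean inhibition plus 3 SD, cut at about 5.5% in these data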;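 also: 0% = DMSO wells median and 100% = median of wells with control inhibitor compound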
#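 assay system = parasite MetRS enzyme | timing = 15 min preincubation, 2 h reaction, all 25 °C | evaluation = percent inhibition relative to median high and low control wells | medium = HEPES buffer containing pyrophosphatase, BSA, spermine, DTT | compound = single dose, 11.9 µM final nominal, 0.9% final DMSO | detection = Kinase-Glo luminescence, ATP depletion format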
# SUMO1 PPI mod: modulators of human SUMO1-mediated protein-protein interactions. P63165. SUMO1 binding to a labelled peptide, TR-FRET, 1 h. inhibition, % at 20 µM. actives 0.33% (n = 360,000). AID 602429; in the data active = inhibition above about 37%
# Scp-1 inhibitor: blocks human Scp-1 phosphatase activity; Q9GZU7; Recombinant Scp1, phosphopeptide, malachite green phosphate absorbance; inhibition, % at 20 µM; actives 0.88% (n = 340,000); AID 493091;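 active = inhibition above about 50% at 20 µM, limit read from the data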;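 also: plate controls were DMSO wells with enzyme for no effect and wells lacking enzyme for full effect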
#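 Test system – truncated SCP-1 phosphatase (76-261aa) · Reagent – Phosphorylated 17-residue peptide substrate · Incubation – 45 min room-temperature reaction, 5 min colour, 30 min stabiliser · Detection – colorimetric phosphate reagent with accelerator and stabiliser, absorbance at 630 nm · Measure – % inhibition at 20 µM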
# CSN inh: inhibitors of human CSN-mediated cullin deneddylation; Purified CSN, SCF-Nedd8-OG deneddylation, fluorescence polarization; actives 0.38% (n = 360,000); Q92905; inhibition, % at 12.5 µM; AID 651999;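 active = pattern-corrected inhibition above about 35%, with an unprinted fluorescence ratio check between 0.5 and 1.5, limit read from the data, passing the limit was not always enough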;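 also: 0% = enzyme with substrate and 100% = substrate without enzyme; some results filed as inactive read as strong as hits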
#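 Schedule: reaction 90 min, room temperature / Assay system: HEK293T-derived human Csn5 enzyme / Input: Csn5 at 0.24 nM final / Measure: inhibition of Csn5 cleavage, % / Control set: substrate-only high control, full reaction low control / Technique: fluorescence polarization of the substrate / Buffer or medium: Tris/NaCl/DTT buffer, pH 7.5 / Reagent: SCFSkp2-Nedd8OG substrate at 10 nM final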
# PABP1 MLLE inh: inhibitors of microRNA-mediated deadenylation, human PABP1 MLLE binding | GST-MLLE / FITC-PAM2 fluorescence polarization | inhibition, % at 20 µM | actives 0.36% (n = 360,000); in the data active = inhibition above about 35%, passing the limit was not always enough;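 also: plate controls were DMSO wells with GST-MLLE for no effect and wells lacking GST-MLLE protein for full effect; some results filed as inactive read as strong as hits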
# DNMT1 block: DNMT1 (human) enzyme inhibition | DNMT1 molecular beacon, Hinp1I cleavage, fluorescence | actives 0.83% (n = 360,000) | inhibition (reported as % activation of signal), % at 10 µM; in the data active = inhibition above about 50%
# STEP inh: blocks human striatal-enriched tyrosine phosphatase | actives 0.25% (n = 360,000) | recombinant STEP, OMFP fluorogenic substrate, fluorescence | inhibition, % at 20 µM | P54829 | AID 588621;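 active = inhibition at 20 µM, scaled per plate between control wells, above about 37%, limit read from the data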;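 also: 0% = DMSO with enzyme and substrate and 100% = substrate only without enzyme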
# Target sequence (P54829 whole entry, looked up): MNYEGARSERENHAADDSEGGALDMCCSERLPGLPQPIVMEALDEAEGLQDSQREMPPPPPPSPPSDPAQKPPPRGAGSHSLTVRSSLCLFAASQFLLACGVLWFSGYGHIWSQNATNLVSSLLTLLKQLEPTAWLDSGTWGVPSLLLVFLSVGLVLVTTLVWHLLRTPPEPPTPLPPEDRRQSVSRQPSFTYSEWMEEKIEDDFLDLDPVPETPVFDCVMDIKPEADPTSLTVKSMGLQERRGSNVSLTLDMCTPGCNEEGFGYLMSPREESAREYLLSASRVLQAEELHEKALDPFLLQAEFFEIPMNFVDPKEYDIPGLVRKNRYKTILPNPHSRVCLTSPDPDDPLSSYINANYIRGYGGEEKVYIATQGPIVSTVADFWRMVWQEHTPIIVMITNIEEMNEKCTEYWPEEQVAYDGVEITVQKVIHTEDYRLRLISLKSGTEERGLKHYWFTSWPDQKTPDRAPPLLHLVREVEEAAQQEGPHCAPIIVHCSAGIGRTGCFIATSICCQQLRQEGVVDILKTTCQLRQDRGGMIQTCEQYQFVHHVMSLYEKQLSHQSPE
#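 Measure: Control-normalized % inhibition with plate pattern correction | Test system: STEP phosphatase, cell-free reaction | Medium: pH 6.0 Bis-Tris with DTT and Tween 20 | Technique: Fluorescence, 480/540 nm | Times: Reaction 20 min, ambient temperature | Doses: Single compound dose of 20 µM, 1% DMSO final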
# Active calls of the source: *; i = inactive; x = not tested or not shown.
# A first look, six compounds:
canonical_smiles,NadD inh,LMPTP block,Rpn11 inh,TbMetRS inhib,SUMO1 PPI mod,Scp-1 inhibitor,CSN inh,PABP1 MLLE inh,DNMT1 block,STEP inh
CC1=CC2=NCC(O)CN2C=C1 (stereo not drawn),6,-0.6,i,0.1,0,-11,3,0,0,-1
O=C(NC1CCCC1)C1C(c2ccc(C(F)(F)F)cc2)=Nc2ccccc2N1C(=O)c1cc2ccccc2[nH]1 (stereo not drawn),x,0.1,x,0.6,-21,x,0,x,x,x
COC(=O)c1ccc(C)c(NC(=O)Cn2cnc3ccccc3c2=O)c1,-6,-0.3,i,-0.4,1,-3,3,-3,-4,-2
COc1ccc(C(=O)Nc2ccc(S(=O)(=O)N3CCc4ccccc43)cc2)cc1,1,5.0,i,-0.5,2,-18,3,7,-18,-1
Cc1ccc(C(=O)N(C)CC(=O)Nc2ccc(Cl)c(C(F)(F)F)c2)cc1S(=O)(=O)N1CCCCC1,-6,3.6,i,-0.3,0,-10,-1,1,-24,-2
CCOC(=O)N1CCN(S(=O)(=O)c2ccc(C(=O)Nc3sc4c(c3C(N)=O)CC(C)(C)NC4(C)C)cc2)CC1,-3,0.7,i,-0.6,-9,-1,-1,-3,-4,2

# This part in full, from the first entry:
canonical_smiles,NadD inh,LMPTP block,Rpn11 inh,TbMetRS inhib,SUMO1 PPI mod,Scp-1 inhibitor,CSN inh,PABP1 MLLE inh,DNMT1 block,STEP inh
CC1=CC2=NCC(O)CN2C=C1 (stereo not drawn),6,-0.6,i,0.1,0,-11,3,0,0,-1
O=C(NC1CCCC1)C1C(c2ccc(C(F)(F)F)cc2)=Nc2ccccc2N1C(=O)c1cc2ccccc2[nH]1 (stereo not drawn),x,0.1,x,0.6,-21,x,0,x,x,x
COC(=O)c1ccc(C)c(NC(=O)Cn2cnc3ccccc3c2=O)c1,-6,-0.3,i,-0.4,1,-3,3,-3,-4,-2
COc1ccc(C(=O)Nc2ccc(S(=O)(=O)N3CCc4ccccc43)cc2)cc1,1,5.0,i,-0.5,2,-18,3,7,-18,-1
Cc1ccc(C(=O)N(C)CC(=O)Nc2ccc(Cl)c(C(F)(F)F)c2)cc1S(=O)(=O)N1CCCCC1,-6,3.6,i,-0.3,0,-10,-1,1,-24,-2
CCOC(=O)N1CCN(S(=O)(=O)c2ccc(C(=O)Nc3sc4c(c3C(N)=O)CC(C)(C)NC4(C)C)cc2)CC1,-3,0.7,i,-0.6,-9,-1,-1,-3,-4,2
CCCCNc1c(-c2ccc(SC(C)CC)cc2)nc2cnccn12 (stereo not drawn),20,2.8,i,-0.4,-9,20,-3,9,-25,3
CCc1ccccc1N1CN(Cc2cccnc2)CNC1=S,-1,-1.0,i,0.0,1,-1,2,-54,0,-2
COCCn1c(=NC(=O)CSCC(=O)N2CCOCC2)sc2cc(C)ccc21,1,-0.1,i,-0.1,3,-8,5,16,-2,-1
CCN(CC)S(=O)(=O)c1cccc2nsnc12,4,-0.3,i,-0.3,-25,7,1,-10,5,2
O=C(NCc1ccccc1F)c1ccncc1,-11,0.3,i,-1.3,5,1,0,-13,6,-5
COc1ccc(S(=O)(=O)N2CCCC2CNC(=O)C(=O)NCc2ccco2)cc1 (stereo not drawn),6,0.9,i,-0.4,-2,17,1,-7,3,-1
CCN(CC)CCNC(=O)CS(=O)Cc1nc(-c2ccccc2Cl)oc1C (stereo not drawn),-2,-5.1,i,-0.4,3,14,-5,5,0,-3
COc1ccccc1C(=O)NC(=O)COC(=O)Cn1cnc2c1c(=O)n(C)c(=O)n2C,-5,-0.3,i,0.0,1,1,2,2,7,1
COCCCNC(=S)N/N=C/c1ccc(O)cc1,0,0.4,i,2.4,-4,-3,0,19,-5,1
C#CCNC(=O)C1=C[C@@H](c2csc3ccccc23)C[C@@H](OCc2ccc(CO)cc2)O1,-4,1.4,i,-0.2,9,-12,6,-2,-14,-1
COc1ccc(CCNC(=O)CNCCc2ccc(F)cc2)cc1,-9,-1.4,i,-1.4,3,-4,-4,-2,0,0
O=C(Nc1cc(F)ccc1F)C1CCN(S(=O)(=O)c2cccc3nonc23)CC1,-7,-0.6,i,0.4,-25,-3,2,3,-5,0
CN(CCOc1ccccc1)Cc1ccccc1,3,-0.7,i,-0.7,-2,x,-4,14,4,-1
Cc1cccc(-n2c(-c3ccncc3)n[nH]c2=S)c1,-2,-0.3,i,0.1,1,6,0,-15,0,2
O=C(COc1ccc(F)cc1)NC1CC1,4,-1.6,i,-0.4,4,-8,-1,-3,1,3
O=C(Nc1nnc(Cc2ccc(F)cc2)s1)Nc1ccccc1F,5,-0.7,i,-0.5,-2,9,-3,-6,17,-1
Cc1ccc(C)c(NC(=O)COC(=O)c2ccc3ccccc3n2)c1,-3,-0.1,x,-0.3,-20,-7,16,-42,2,-1
Nc1c(C(=O)CSc2nc3ccccc3o2)c(=O)[nH]c(=O)n1C1CC1,-3,0.1,i,-0.3,1,45,4,8,1,0

# Reprinted from the part before: three entries, followed by the next part.
canonical_smiles,NadD inh,LMPTP block,Rpn11 inh,TbMetRS inhib,SUMO1 PPI mod,Scp-1 inhibitor,CSN inh,PABP1 MLLE inh,DNMT1 block,STEP inh
O=C(Nc1nnc(Cc2ccc(F)cc2)s1)Nc1ccccc1F,5,-0.7,i,-0.5,-2,9,-3,-6,17,-1
Cc1ccc(C)c(NC(=O)COC(=O)c2ccc3ccccc3n2)c1,-3,-0.1,x,-0.3,-20,-7,16,-42,2,-1
Nc1c(C(=O)CSc2nc3ccccc3o2)c(=O)[nH]c(=O)n1C1CC1,-3,0.1,i,-0.3,1,45,4,8,1,0
Cc1ccc2c(c1)N(CC(=O)N1CCCc3ccccc31)C(=O)C(C)O2 (stereo not drawn),-7,0.6,i,-0.4,2,-11,-1,1,-2,-1
COC(=O)[C@]12CCCCC=C1N(Cc1ccccc1)C(=O)[C@H](CC(=O)NCC1CCCCC1)C2,-3,1.0,x,-0.3,2,x,0,x,x,x
CN1CCN(c2ncnc3c2ncn3[C@H]2CN(Cc3ccc(-c4ccccc4)cc3)C[C@@H](CO)O2)CC1,-4,1.1,i,0.0,-1,x,-2,-3,-1,7
O=C(O)COc1ccc(Cl)cc1C1CCCCC1,1,1.0,i,0.0,10,-3,1,4,-1,4
Cc1sc(NC(=O)CCC(=O)O)c(C(N)=O)c1-c1ccccc1,1,0.9,i,-0.3,3,-5,-9,34,-2,-1
Cc1ccc(NC(=O)COC(=O)c2ccc(S(=O)(=O)N3CCCCC3)cc2)cc1,7,-0.6,i,-0.3,-5,-1,1,19,30,1
COc1cc2ncnc(NCc3cccc(Cl)c3)c2cc1OC,-1,2.2,i,1.6,7,4,-3,4,-5,2
Cc1c(CN2CCCC(C(=O)c3cccc(OC(C)C)c3)C2)c(=O)n(-c2ccccc2)n1C (stereo not drawn),0,1.0,i,-0.1,0,-3,-6,4,-1,1
[O-][n+]1ccc(OCc2ccccc2)cc1,1,-0.9,i,0.1,1,-7,-2,13,2,0
CSc1ccccc1OCc1cc(C(=O)NC2CCc3ccccc32)no1 (stereo not drawn),7,0.9,i,-0.1,-1,-6,6,1,-1,-1
Cc1ccc(C)n1-c1nn(S(=O)(=O)c2ccccc2)c2cccc(F)c12,-6,4.3,i,-0.1,5,-11,0,5,3,3
COc1ccc(N2CC(O)=C(c3nc(-c4ccccc4)cs3)C2=N)cc1,5,2.9,i,0.5,-6,-1,6,-4,5,1
Cc1ccc(-c2nc(CN3CCCC(C(=O)N4CCOCC4)C3)c(C)o2)cc1 (stereo not drawn),-7,-0.3,i,-0.5,-5,7,6,-1,-3,-4
CCC(=O)N(CCCN(C)C)c1nc(-c2cc(OC)ccc2OC)cs1,-8,-3.1,i,-0.8,15,-7,-2,3,-1,-12
O=C(Nc1ccc(Cl)cc1)N[C@@H]1CC[C@H](CCNS(=O)(=O)c2ccccc2F)O[C@@H]1CO,x,-1.3,x,-0.5,1,x,-7,x,x,x
COc1cc(C(=O)Nc2nc(-c3cccs3)cs2)cc(OC)c1OC,-5,3.9,i,-0.8,-5,-6,0,1,-14,-1
CC(C)c1cc(C(=O)NCc2cccnc2)no1,2,-0.9,i,-0.8,1,-7,-1,-7,2,1
Cc1ccc(Oc2ncccc2CO)cc1,2,1.7,i,-0.9,1,3,-7,-11,2,2
COCCNC(=O)Cn1c(=O)n(CCC(=O)NCCc2ccccc2)c(=O)c2ccccc21,-3,-0.3,i,-0.2,2,0,-4,13,8,-2
CC1(O)CC(=O)N(c2ccccc2)O1 (stereo not drawn),1,-0.5,i,-0.1,0,-5,1,-5,-1,1
CCc1cc(=O)oc2c(C)c(OCC(=O)NC3CC(C)(C)NC(C)(C)C3)ccc12,-1,0.5,i,0.5,3,1,-5,18,4,0
Cc1ccc(C(=O)Nc2nc3ccccc3n3nnnc23)cc1,-6,-1.8,i,0.5,-7,-7,-9,-2,2,2
CCOc1ccc(N2CC(C(=O)NCCc3c[nH]c4ccc(OC)cc34)CC2=O)cc1 (stereo not drawn),-8,0.1,i,0.1,1,-5,-2,-6,-5,-2
COc1ccc(C(=O)NCc2cccnc2)cc1C(=O)NCc1cccnc1,4,2.1,i,-0.6,-4,-14,3,6,0,2
CC(C)N1CCC(N2CCN(Cc3ccc(C#CC(C)(C)O)s3)CC2CCO)CC1 (stereo not drawn),-5,-3.4,i,-0.6,-2,-3,-4,-1,-1,-5
Cc1ccc(-c2nn(-c3ccccc3)cc2/C=N/NC(=O)c2ccc(Br)o2)cc1,4,0.2,i,-0.7,-4,-7,0,-19,-8,-1
CC(=O)c1ccc(-c2ccc(C(=O)NCC(c3ccc(F)cc3)N3CCOCC3)o2)cc1 (stereo not drawn),-2,0.7,i,-0.4,-25,-5,5,-15,0,2
CCCCC(c1nnnn1CCOC)N1CCN(C(=O)c2ccco2)CC1 (stereo not drawn),4,-2.0,i,-1.1,0,-12,-1,2,1,1
